Screening data: PubChem, National Center for Advancing Translational Sciences (NCATS)
S2 tox: Viability Counterscreen for Primary qHTS for Inhibitors of ATXN expression. 400,000 compounds, 0.49% hits. S2 cells (HEK-293 line with an ATXN2-luciferase reporter) viability, CellTiter-Fluor protease fluorescence, 24 h. Potency, µM (doses to about 56.7 µM), most hits filed as cytotoxic. AID 651635, 2014; further: nearly all actives have a fitted effect of over 40% in size
Nrf2 inh: Nrf2 qHTS screen for inhibitors; A549 ARE-Fluc reporter, luciferase luminescence, 18-24 h; Potency, µM (series often up to 46 µM), without a hit: at the highest dose activity change, negative = inhibition, actives largely listed as inhibitors; 360,000 compounds, 2.1% hits; AID 504444, 2011; further: on the % scale 0 is the no-effect control and ±100 the full control effect; nearly all actives have a fitted effect of over 60% in size
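Cells were seeded and rested 2 h, then exposed to compounds for 18-24 h. CellTiter-Fluor was read first as a viability measure. BugLite was added 15 min before the final luminescent read of ARE-luciferase activity in A549 cells.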
ATXN2 expr inh: Primary qHTS for Inhibitors of ATXN expression; HEK-293 ATXN2-luciferase reporter, luminescence, 24 h; 360,000 compounds, 0.72% hits; AID 1745845, 2022; Potency, µM (highest dose often 57 µM), without a hit: at the top dose activity change, negative = inhibition, actives largely listed as inhibitors; further: on the % scale 0 is the no-effect control and ±100 the full control effect; nearly all actives have a fitted effect of over 55% in size
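qHTS (up to 57 uM final) was run with 24 h compound exposure of reporter cells at 37 °C. Each well was multiplexed: SteadyGlo luminescence measured ATXN2-luciferase expression after a fluorogenic Gly-Phe-AFC viability readout (25 uM final).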
Nrf2 ARE act: qHTS of Nrf2 Activators; AREc32 ARE-luciferase reporter (MCF7-derived line), luminescence, 24 h; 410,000 compounds, 0.31% hits; Potency, µM (titrated, usually from 46.1 µM), inactives show top-dose activation, actives largely listed as activators; further: % of control where 0% means no effect; nearly all actives have a fitted effect of over 65% in size
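AREc32 cells carrying an ARE-driven firefly luciferase reporter were seeded at 1000 cells/well in OPTI-MEM with 5% FBS, then exposed to compound for 24 hr at 37 deg C. Luminescence was read with Steady-Glo after 30 min at RT.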
MCF10A rereplic: A quantitative high throughput screen for small molecules that induce DNA re-replication in MCF 10a normal breast cells. MCF 10A DNA re-replication, Hoechst nuclear intensity, 48 h. Potency, µM (titrated, usually from 46.1 µM), for inactives: at the highest dose activity, positive = re-replication, actives largely listed as activators. 350,000 compounds, 2.9% hits. AID 624296, 2012; further: % of control where 0% means no effect; nearly all actives have a fitted effect of over 50% in size
HepG2 tox: qHTS for Inhibitors of TGF-b: Cytotox Counterscreen | 410,000 compounds, 0.76% hits | AID 588856, 2011 | HepG2 CAGA-GFP viability, ATP luminescence, 18 h | Potency, µM (titrated, usually from 46.1 µM), for inactives: at the top dose activity change, negative = cytotoxicity, hits mostly cytotoxic; further: some results filed as inactive show a strong effect at the top dose
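CellTiter-Glo luminescence gave cytotoxicity after 18 hours at 37 degrees C. The cells were HepG2 CAGA-GFP in 1% FBS DMEM, stimulated with 500 pg/mL TGF-beta after compound addition. %Activity was normalised to no-cell wells (complete cell-killing) and DMSO (no toxicity), and curves were fitted and classified.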
A549 tox: Nrf2 qHTS screen for inhibitors: counterscreen for cytotoxicity; Potency, µM (highest dose often 46 µM), for the others: top-dose activity change, negative = cytotoxicity, usual class: inhibitors; A549 ARE-Fluc cells, CellTiter-Fluor viability, 18-24 h; 390,000 compounds, 0.16% hits; further: on the % scale 0 is the no-effect control and ±100 the full control effect
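Cytotoxicity counterscreen: CellTiter-Fluor fluorescence was measured in A549 ARE_Fluc cells after 18-24 h of compound exposure in a concentration series. The subsequent BugLite luminescent read reports ARE-luciferase activity.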
TGFb inhibitor: qHTS for Inhibitors of TGF-b. 410,000 compounds, 1.2% hits. Potency, µM (doses to about 46.1 µM), inactives show at the highest dose activity, negative = inhibition, hits mostly inhibitors. HepG2 CAGA-GFP TGF-b/SMAD3 reporter, GFP fluorescence, 18 h; TGF-beta stimulated, 500 pg/mL final; further: on the % scale 0 is the no-effect control and ±100 the full control effect; nearly all actives have a fitted effect of over 65% in size
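First, reporter cells (HEPG2 CAGA-GFP) rested 2 h at 37 degrees C. Next, compounds were pinned in and TGF-beta added to 500 pg/mL final. After 18 h, GFP was imaged per cell and summed per well.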
EPAC2 antag: qHTS for Antagonist of cAMP-regulated guanine nucleotide exchange factor 2 (EPAC2): primary screen | 360,000 compounds, 0.18% hits | Potency, µM (titrated, usually from 114 µM), without a hit: top-dose activity, negative = inhibition, hits mostly inhibitors | EPAC2 GEF exchange of Rap1B-BODIPY-GDP, fluorescence; further: on the % scale 0 is the no-effect control and ±100 the full control effect; nearly all actives have a fitted effect of over 45% in size; many of its hits are not listed in these tables
Target sequence (Q8WZA2 whole entry, looked up): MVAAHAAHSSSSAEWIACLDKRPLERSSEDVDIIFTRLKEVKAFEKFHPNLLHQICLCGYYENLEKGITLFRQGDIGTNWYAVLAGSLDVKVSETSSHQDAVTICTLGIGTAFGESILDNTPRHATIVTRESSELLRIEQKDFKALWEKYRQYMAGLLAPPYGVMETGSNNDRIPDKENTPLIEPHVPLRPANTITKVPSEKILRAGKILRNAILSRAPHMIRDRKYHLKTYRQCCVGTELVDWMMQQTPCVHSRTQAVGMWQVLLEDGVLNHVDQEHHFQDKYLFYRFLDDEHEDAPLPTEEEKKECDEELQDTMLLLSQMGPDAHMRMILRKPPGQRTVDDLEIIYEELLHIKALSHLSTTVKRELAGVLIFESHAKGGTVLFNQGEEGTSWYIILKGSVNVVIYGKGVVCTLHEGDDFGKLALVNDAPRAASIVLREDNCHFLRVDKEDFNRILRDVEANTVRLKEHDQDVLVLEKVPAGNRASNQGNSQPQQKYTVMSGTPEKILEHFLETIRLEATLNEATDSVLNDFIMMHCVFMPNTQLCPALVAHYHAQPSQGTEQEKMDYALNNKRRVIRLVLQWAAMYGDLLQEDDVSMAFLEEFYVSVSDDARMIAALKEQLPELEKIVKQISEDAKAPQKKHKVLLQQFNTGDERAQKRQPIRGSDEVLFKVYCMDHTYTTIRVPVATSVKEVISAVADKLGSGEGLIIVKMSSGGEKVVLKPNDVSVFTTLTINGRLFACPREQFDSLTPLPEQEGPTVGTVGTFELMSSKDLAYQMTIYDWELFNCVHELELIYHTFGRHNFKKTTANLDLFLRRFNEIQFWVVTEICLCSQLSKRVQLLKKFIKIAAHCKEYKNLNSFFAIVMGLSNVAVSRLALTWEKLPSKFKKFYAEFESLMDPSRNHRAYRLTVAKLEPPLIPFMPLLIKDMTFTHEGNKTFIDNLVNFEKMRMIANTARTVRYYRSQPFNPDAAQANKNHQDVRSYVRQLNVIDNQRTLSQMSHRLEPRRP
The depositor's hits bear a star; i = inactive; ? = inconclusive; . = no result given; & = joins results of further samples; [ ] = another dose, or the depositor's remark. The call rests on the fitted dose curve; in most records, active means well fitted curve in the direction sought with a large enough effect; inconclusive means small, poorly fitted or top-dose-only effect, or another doubt; inactive means no such curve, though single readings can be large; an effect the other way counts as inactive or inconclusive. Potency means the concentration at half of the fitted maximal effect. These rows are one share of the data (hit frequency here may not be typical).

SMILES | S2 tox | Nrf2 inh | ATXN2 expr inh | Nrf2 ARE act | MCF10A rereplic | HepG2 tox | A549 tox | TGFb inhibitor | EPAC2 antag
Cc1cc(C)n(Cc2ccc(C(=O)NCCC3=CCCCC3)o2)n1 | i | . | 30% | 4.4% | -14% | -13% | 7% | 14% | -1%
COc1ccccc1-c1nc(-c2ccc(Br)cc2)no1 | i | ? | 50%[activator] | ? | 0% | -29% | 12% | 10% | 3%
Cc1nn(C(=O)Cn2ccc([N+](=O)[O-])n2)c(C)c1Br | i | 3% | 1% | 0.2% | 5% | 15% | 11% | -5% | -3%
O=S(=O)(/C=C/c1ccccc1)N1CCN(c2ccccc2)CC1 | i | -9% | -8% | -0.1% | ? | 3% | 0% | 25% | 7%
O=C(Cn1c(=O)oc2cc(S(=O)(=O)N3CCCC3)ccc21)Nc1ccc(C(F)(F)F)cc1 | i | -17% | -5% | -0.4% | ? | 4% | -3% | -2% | 17%
CS(=O)(=O)c1cccc(C(=O)Nc2ccc(-c3nc4ccccc4[nH]3)cc2)c1 | i | -2% | ? | 0.0% | 11% | -23% | 0% | ? | 2%
CC1c2cc3c(cc2CCN1C(=O)c1cccc(Cl)c1)OCCCO3 (centres undefined) | i | -26% | . | 0.1% | ? | -27% | -4% | ? | ?
Cc1ccccc1Nc1cc(C(=O)NCc2cccs2)c2ccccc2n1 | ? | -2% | -14% | 6.2% | . | -23% | 10% | -30% | .
COc1ccccc1/C=N/NC(=O)NC12CC3CC(CC(C3)C1)C2 | i | ? | 2% | 3.2% | ? | -2% | 11% | -2% | -11%
COc1ccc(S(=O)(=O)NCC(c2ccco2)N2CCN(c3ccc(F)cc3)CC2)cc1 (centres undefined) | . | . | . | 3.8% | . | -15% | -11% | 0% | .
O=C(Oc1ccc(-c2cnc3ccccc3n2)cc1)c1cc([N+](=O)[O-])ccc1Cl | i | . | 99%[activator] | 2.5% | ? | 10% | 6% | 6% | 8%
CC(=O)Nc1ccc(C(=O)N2CCOCC2c2cc(C(=O)NCc3ccccc3)no2)cc1 (centres undefined) | i | . | 7% | -0.1% | . | 3% | . | -3% | 36%[activator]
COc1ccc(-c2nc(CN3CCN(c4ccccc4OC)CC3)c(C)o2)cc1 | i | 18µM* | -26% | 4.4% | 9% | -11% | ? | -25% | -8%
O=c1[nH]cc(-c2ccccc2)c(=O)[nH]1 | i | 4% | . | -1.1% | 8% | 8% | 2% | 7% | 1%
O=C(CSc1nnnn1-c1ccccc1)Nc1nsc(-c2ccccc2)n1 | i | ? | ? | 0.1% | 1% | -59% | ? | 0% | 2%
CCn1c(=S)sc2c(=O)n(CC(=O)Nc3ccccc3OC)c(C)nc21 | i | -4% | -13% | -0.2% | ? | 22% | 2% | 5% | 5%
Cc1c(NS(=O)(=O)c2ccc(Cl)cc2)c(=O)n(-c2ccccc2)n1C | i | 5% | 1% | 0.0% | . | 5% | -1% | 1% | .
CC(NC(=O)Cn1cc(C(=O)C2CC2)c2ccccc21)c1ccccc1 (centres undefined) | i | -17% | -2% | 0.3% | 11% | -20% | -8% | -5% | -1%
Cc1ccc(-c2cc(C(=O)O)n(Cc3ccccc3)n2)cc1 | . | -7% | . | 1.3% | . | 2% | 0% | . | .
CCOc1ccc(S(=O)(=O)N/N=C(\C)c2ccc3c(c2)OCO3)cc1 | i | -20% | -13% | 0.0% | 5% | -20% | 1% | -13% | -18%
COc1ccc(NS(=O)(=O)c2cccc3cccnc23)cc1Cl | i | -15% | 15% | 7.0% | 0% | -13% | 16% | 0% | -26%
O=C(O)[C@H](CSCc1ccccc1)NS(=O)(=O)c1ccc(F)cc1 | i | 1% | -8% | 0.0% | 7% | 20% | -1% | -5% | -2%
CCCCNC(=O)C1(C)CCCCN1C(=O)c1oc2ccccc2c1C (centres undefined) | i | . | 0% | -0.2% | . | -9% | . | -25% | -11%
CC(=O)C[C@H]1c2cc(C(F)(F)F)ccc2S(=O)(=O)N1c1ccccc1 | i | 13% | 0% | 17% | -7% | -32%&-11% | -1% | ? | 12%
Cc1cccc(NC(=O)CC2SC(=O)N(c3ccccc3)C2=O)c1 (centres undefined) | i | 5% | 1% | 4.8% | 10% | -7% | -16% | -7% | 4%

Five entries from above, as comma-separated lines.
molecule,S2 tox,Nrf2 inh,ATXN2 expr inh,Nrf2 ARE act,MCF10A rereplic,HepG2 tox,A549 tox,TGFb inhibitor,EPAC2 antag
O=C(CSc1nnnn1-c1ccccc1)Nc1nsc(-c2ccccc2)n1,i,?,?,0.1%,1%,-59%,?,0%,2%
CCn1c(=S)sc2c(=O)n(CC(=O)Nc3ccccc3OC)c(C)nc21,i,-4%,-13%,-0.2%,?,22%,2%,5%,5%
Cc1c(NS(=O)(=O)c2ccc(Cl)cc2)c(=O)n(-c2ccccc2)n1C,i,5%,1%,0.0%,.,5%,-1%,1%,.
CC(NC(=O)Cn1cc(C(=O)C2CC2)c2ccccc21)c1ccccc1 (centres undefined),i,-17%,-2%,0.3%,11%,-20%,-8%,-5%,-1%
Cc1ccc(-c2cc(C(=O)O)n(Cc3ccccc3)n2)cc1,.,-7%,.,1.3%,.,2%,0%,.,.

The list continues:
SMILES | S2 tox | Nrf2 inh | ATXN2 expr inh | Nrf2 ARE act | MCF10A rereplic | HepG2 tox | A549 tox | TGFb inhibitor | EPAC2 antag
CCOc1ccc2ccccc2c1/C=N\NC(=O)OC | i | ? | 0% | 17% | 13% | 2% | 7% | 5% | -3%
COc1ccc(CCNC(=O)c2cc(-c3ccc(C)cc3)nc3n[nH]c(-c4ccccc4)c23)cc1OC | i | . | -8% | 3.1% | . | -9% | 10% | -18% | .
Cc1cccc(C)c1NC(=O)COc1ccc2c(C)c(Cc3ccccc3)c(=O)oc2c1 | i | ? | -6% | -1.8% | 13% | -8% | 4% | 6% | -5%
O=C(CCCN1C(=O)c2ccccc2C1=O)Nc1nccs1 | i | . | 5% | -0.4% | -12% | -1% | -6% | -3% | 8%
O=C1CC(c2ccco2)CC(O)=C1C=NCCN1CCN(C(=O)Nc2ccc(Cl)cc2)CC1 (centres undefined) | i | -10% | -2% | 2.0% | -7% | -9% | 8% | -13% | -4%
O=C(O)c1ccc2ncsc2c1 | i | ? | 32%[activator] | 0.5% | 1% | 0% | 5% | 9% | 0%
COc1ccc(Cl)cc1Nc1nc(NCCO)nc(N2CCCCC2)n1 | ? | -17% | -7% | 5.9% | ? | -25% | -1% | ? | -6%
O=S(=O)(Nc1ccc2c(c1)nc1n2CCOC1)c1ccccc1 | i | 5% | -8% | -0.6% | -187%[0.0737 µM] | -4% | -1% | 12% | 18%
COc1cccc2oc(-c3ccco3)cc(=O)c12 | ? | 19% | -39% | 24% | ? | -49% | -4% | ? | 15%
Cc1cccc(/C(N)=N/OC(=O)c2ccc(Cl)cc2Cl)c1 | ? | . | -11% | 13% | ? | -21% | ? | 6% | 12%
CCn1c(/C=C/c2ccccc2C)nc2ccccc2c1=O | i | 5% | -12% | 27% | ? | -26% | 6% | -20% | -6%
N#CC1C(=O)NC(=O)C(C#N)C12CCCCC2 (centres undefined) | i | . | 10% | 0.3% | . | . | . | . | 8%
COc1cccc(NC2=C(NCCO)C(=O)c3ccccc3C2=O)c1 | i | 1% | -29% | 1.9% | 4% | -7% | -6% | 3% | -16%
O=C(O)CNC(=O)c1nc(-c2ccccc2)n(-c2ccccc2)n1 | i | -6% | -8% | -1.8% | 2% | -10% | 1% | -9% | -2%
CCCc1cc(=O)oc2cc(OCC(=O)Nc3ccccn3)ccc12 | i | ? | -26% | ? | ? | -5% | 16% | -12% | -6%
O=C(Cc1ccc(F)cc1)Nc1cccc(-c2ccc3nncn3n2)c1 | i | ? | 4% | -0.6% | -11% | 12% | -3% | 3% | 4%
COc1ccc(NC(=O)CSc2nnc(-c3nnn(-c4ccc(F)cc4)c3C)o2)cc1 | i | . | 15% | 0.7% | . | -12% | -1% | 0% | .
Cc1ccc(-n2c3c(cc(C(=O)NCCCN4CCOCC4)c2=O)C(=O)CC(C)(C)C3)cc1 | i | -1% | 6% | -0.6% | 1% | -29% | 9% | -13% | 0%
COc1ccc(-c2c(C)nn3c(Cl)c(C)c(C)nc23)cc1 | i | -12% | -6% | 19% | -2% | 2% | 10% | -14% | 7%
COC(=O)[C@@]1(Cc2ccc(OC)cc2)[C@H]2c3cc(C(=O)N4CCCC4)n(Cc4ccccn4)c3C[C@H]2CN1C(=O)c1ccccc1 | ? | . | -23% | 2.7% | . | . | . | . | -28%
CN(CC(=O)Nc1ccc(Cl)c(S(=O)(=O)N(C)C)c1)Cc1ccccc1 | i | 17% | 16% | 3.9% | 36% | -16% | ? | -15% | -10%
C[C@H](NC(=O)c1ccco1)C(=O)N1CCN(c2ccc(C(F)(F)F)cn2)CC1 | i | -23% | -27% | 0.4% | 13% | -7% | -1% | -3% | 0%
Cc1ccc(-n2nnc3c(=O)n(Cc4ccccc4C)cnc32)cc1 | i | 11% | -5% | -0.4% | 6% | -2% | 2% | 14% | 11%
CCn1ccnc1[C@@H]1C[C@H]2CN(Cc3cccc(Cl)c3)C(=O)[C@]23CCCN13 | i | 3% | -8%[11.3 µM] | 0.3% | 16% | 1% | 0% | -13% | 3%
Cc1cc(NC(=O)Cc2ccc(Br)cc2)no1 | i | -2% | 2% | -0.8% | ? | 4% | 1% | -1% | 0%
CC(=O)c1cccc(NC(=S)Nc2ccn(Cc3cccc4ccccc34)n2)c1 | i | -11% | -30% | 1.9% | 0% | -7% | 3% | -6% | -12%
CC(C)C(=O)Nc1ccc(C(=O)N/N=C/C2CC3C=CC2C3)cc1 (centres undefined) | i | -5% | 1% | -0.7% | -1% | -6% | 1% | 2% | -6%
Cc1ccc(NS(=O)(=O)c2ccc(C(C)C)cc2)cc1S(=O)(=O)N1CCOCC1 | i | ? | . | 4.6% | 4% | -10% | ? | ? | -12%
